High-throughput results deposited in PubChem by several laboratories.
FAS-TE inh – FAS thioesterase (human) inhibition | recombinant FAS-TE, OMFH fluorogenic substrate, fluorescence endpoint | inhibition, % at 15 µM | 0.67% of 360,000 active | AID 602261;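 active = compounds whose normalised, plate-corrected inhibition of enzyme fluorescence in the single-dose primary screen is 50% or more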;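 also: 0% = DMSO with enzyme and 100% = substrate without enzyme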
NRP1-CendR mod – alters CendR peptide binding to human NRP-1. inhibition, % at 25 µM. FAM-RPARPAR peptide binding to NRP-1, fluorescence polarization. O14786. 0.85% of 360,000 active. AID 602438;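 active = inhibition or corrected inhibition above about 18%, plus a signal ratio from 0.5 to 1.5, limit read from the data, passing the limit was not always enough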; also: strong numbers were not always called active
Rin1 Abl inh – human Rin1-Abl interaction inhibition | TR-FRET Rin1/Abl binding, biochemical | inhibition, % at 7.35 µM | 0.4% of 360,000 active | AID 588664; in the data active = inhibition above about 5%, passing the limit was not always enough
MT1-MMP act inh – MT1-MMP (human) activation inhibition | P50281 | GFP/RFP ratio change, % at 20 µM | 0.061% of 360,000 active | AID 651647 | HT1080 RFP-PRO-GFP cells, GFP/RFP ratio fluorescence, overnight; percent of plate control window, DMSO zero;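 active = GFP/RFP ratio change of at least 30% with cell ATP level not reduced by more than half and red fluorescence within 50% of control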; also: strong numbers were not always called active
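system = RFP-PRO-GFP reporter HT1080 cells | dosing = 20 µM single dose, 1% DMSO | timing = overnight cell settling, then overnight compound exposure, 37 °C, 5% CO2 | read-out basis = GFP/RFP fluorescence ratio | controls = DMSO and RFP-L50D-GFP cell wells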
PABP1 MLLE inh – inhibitors of microRNA-mediated deadenylation, human PABP1 MLLE binding; GST-MLLE / FITC-PAM2 fluorescence polarization; 0.36% of 360,000 active; P11940; inhibition, % at 20 µM; in the data active = inhibition above about 35%, passing the limit was not always enough;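 also: plate controls were DMSO wells with GST-MLLE for no effect and wells lacking GST-MLLE protein for full effect; some results filed as inactive read as strong as hits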
E coli Lon inh – inhibitors of E. coli Lon protease; P0A9M0; purified E. coli Lon protease, fluorescence polarization; inhibition, % at 7.94 µM; 0.42% of 360,000 active; AID 602123; in the data active = inhibition above about 13%, passing the limit was not always enough;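 also: 0% = enzyme with probe and DMSO and 100% = no enzyme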
SKN-1 inh – inhibitors of C. elegans SKN-1; C. elegans VP596 Pgst-4::GFP/RFP ratio, acrylamide-induced, 24 h; inhibition, % at 21.8 µM; 0.49% of 360,000 active;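 active = interference check ratio from 0.5 to 1.5 plus GFP to RFP signal ratio inhibition reaching or exceeding a fixed threshold, cut at about 30% in these data, passing the limit was not always enough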; also: some compounds called inactive have numbers as strong as hits
bovine MsrA act – activators of bovine methionine sulfoxide reductase A; purified bovine MsrA, absorbance read-out; activation, % at 10.6 µM; 0.3% of 360,000 active; AID 602163; in the data active = activation above about 7.5%;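 also: 0% = vehicle and 100% = reference activator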
Neddyl block – blocks human cullin neddylation; calls only at 25 µM; AID 651699; TR-FRET cullin neddylation, biochemical; P61081+Q13564; 0.58% of 360,000 active; in the data active = inhibition above about 36%
* = called active by the depositor; i = inactive; · = not tested or not shown.

SMILES	FAS-TE inh	NRP1-CendR mod	Rin1 Abl inh	MT1-MMP act inh	PABP1 MLLE inh	E coli Lon inh	SKN-1 inh	bovine MsrA act	Neddyl block
NS(=O)(=O)c1ccc(CCNC(=O)COC(=O)CCc2c[nH]c3ccccc23)cc1	-5	11	1	-6	-4	-3	1	-8	i
COC(=O)c1c(NC(=O)/C=C/c2ccco2)sc2c1CCC2	-10	-4	0	-7	-31	-7	0	-8	i
CCc1ccccc1NC(=O)NC1CCCCC1	-6	5	0	-1	1	-1	2	-8	i
O=C1[C@@H](c2ccccc2)CC[C@@H]2C=CC[C@H]3CCN1[C@@H]32	-11	10	·	1	·	5	12	2	i
CCOc1ccc(C2C(C#N)=C(N)Oc3nc[nH]c(=O)c32)cc1 (configuration not stated)	-3	-16	3	-7	1	0	-10	-8	i
CC(C)=CCN1CCN(Cc2cccc3nccnc23)CC1CCO (configuration not stated)	-1	8	-1	6	13	0	-9	-2	i
CCN(CC)C(=O)Cn1cc(C(=O)C(=O)N2CCN(c3ccccc3)CC2)c2ccccc21	-1	25*	-1	-1	-2	4	6	-3	i
Cc1sc2ncn(CCC(=O)O)c(=O)c2c1C	-9	-8	-2	-1	10	-4	5	-3	i
Cc1ccc2nc(NC(=O)c3ccc4ncsc4c3)sc2c1	1	-2	-5	0	6	-1	0	-2	i
CC(C)c1ccc(C(=O)N2CCN(c3cnn(C)c(=O)c3Cl)CC2)cc1	6	3	-1	-3	14	5	3	-3	i
COc1ccc(-n2c(=S)[nH]c3cc(C(=O)N4CCN(c5ccccc5)CC4)ccc3c2=O)c(OC)c1	-4	-4	-1	7	11	2	-4	-2	i
COc1ccc(C(CC(=O)c2ccc(O)cc2)S(=O)(=O)c2ccc(C)cc2)cc1 (configuration not stated)	-2	-32	1	0	-4	0	9	-2	i
CCc1ccc(/C=C/C(=O)C2C(=O)c3ccccc3C2=O)cc1	3	-62	1	-111	19	-10	14	-2	i
CC(C)C(NC(=O)c1ccc(Cl)cc1)C(=O)NC1=NCCS1 (configuration not stated)	-12	-8	1	3	24	-7	6	-3	i
COc1ccc2cc3c(N)nn(C(=O)c4ccc(Cl)c([N+](=O)[O-])c4)c3nc2c1	1	-25	2	-14	-26	-2	4	-2	i
COC(=O)c1c(C)nsc1NC(=O)Oc1ccccc1	6	-9	0	-2	14	2	-1	-4	i
N#Cc1c(N2CCOCC2)nc(-c2ccco2)c2c1CCCC2	5	-23	3	-6	2	-4	4	-14	·
Cc1cccc(Oc2nc3ccccn3c(=O)c2/C=C(\C#N)C(=O)NC2CCS(=O)(=O)C2)c1 (configuration not stated)	-9	-6	-1	0	1	-4	5	-4	·
O=C(COc1ccc(Cl)cc1Cl)NCCSc1ccc(Cl)cc1	16	18	-1	2	9	2	16	-3	i
CCN(CC(=O)NCc1cccs1)S(=O)(=O)c1ccc(C(C)C)cc1	0	32*	-2	2	-4	-1	12	4	i
O=C(Oc1cccnc1)c1ccc([N+](=O)[O-])cc1Cl	5	1	-2	2	11	1	-1	-8	i
Nc1nc(Nc2cccc(Cl)c2)nc(NCCO)c1[N+](=O)[O-]	1	-2	1	0	-9	2	13	-5	i
Cc1noc(C)c1CSc1nnc2scc(-c3ccc(Cl)cc3)n12	1	-5	1	-1	14	-3	-5	0	i
COc1ccc2c(c1OC)C(=O)N1c3ccccc3SC21 (configuration not stated)	-1	13	-3	0	15	-3	13	-1	i
CCC(C)(C)NC(=O)C(c1ccc(C)cc1)N(Cc1cccs1)C(=O)c1ccc2c(c1)OCCO2 (configuration not stated)	24	-1	1	-14	9	2	15	-1	i
COC(=O)C1=CN(c2ccc(OC)cc2)C=C(C(=O)OC)C1c1cccc(F)c1	26	7	1	-11	13	-6	17	-3	·
COc1ccc2nc(-c3ccccc3)cc(C(=O)N3CCC3)c2c1	-3	1	-3	3	-6	1	23	-2	·
COc1cc(C)c(/C=C(\C#N)C(=O)Nc2cccc(C)c2)cc1C(C)C	23	-2	0	-4	1	-1	10	-7	·
CCOc1ccc(-c2nn(-c3ccccc3)cc2/C=C2\SC(=S)N(Cc3ccco3)C2=O)cc1	8	-10	2	2	0	-13	-1	-10	i
C/C(=N\NC(N)=S)c1ccc(Cl)s1	-2	-2	-2	0	19	14	2	-4	i
C=CCSc1n[nH]c(-c2ccc(OCCCC)cc2)n1	4	-8	2	0	-17	8	0	-9	i
CCCN(CC(=O)Nc1ccc(F)c(F)c1F)C(=O)CCc1nc2ccccc2c(=O)[nH]1	0	-9	3	0	-37	-4	8	-1	i
O=C(O)C1(c2ccccc2)CCN(S(=O)(=O)c2ccc(Br)cc2)CC1	-7	-18	1	2	3	-14	9	-1	i
Cn1c(Cn2c(=O)sc3ccccc32)nnc1SCC(=O)Nc1ccccc1	-6	6	0	3	-11	1	-14	-2	i
COCC(=O)N1CCC(Oc2ccc(C(=O)NCc3cc(C)no3)cc2)CC1	-5	12	0	-3	-11	2	12	-2	i
CCOc1ccc(C(=O)C(CCC(CN(C)C)C(=O)c2ccc(OCC)cc2)CN(C)C)cc1 (configuration not stated)	-6	4	8	-17	-9	-5	-9	-13	i
CCCC[C@@H]1C=C(C(=O)O)[C@H](c2ccc(C#N)cc2)N1S(=O)(=O)c1ccc(C)cc1	-3	-15	-4	3	11	-4	9	0	i
COc1cc(S(=O)(=O)N2CCOCC2)ccc1NC(=O)COC(=O)/C=C/c1cc(OC)c(OC)c(OC)c1	0	0	4	2	-37	6	1	-3	i
Cc1nn(-c2ccccc2)c(C)c1C(=O)NCCc1ccccc1	-3	-10	4	2	-13	3	17	-7	i
NC(=O)CC[C@H](NC(=O)c1ccc(F)cc1)C(=O)OCC(=O)NCc1ccc2c(c1)OCO2	-9	-4	2	9	9	0	13	-3	i
COc1ccc(OC)c(NC(=O)C2COc3ccccc3O2)c1 (configuration not stated)	5	1	-1	-1	8	-5	4	-3	i
COc1cc(/C=C(\C#N)c2ccccn2)ccc1OCC(=O)Nc1cccc(C(F)(F)F)c1	-6	16	2	-1	12	12	-10	-12	i
O=C(O)CCN1c2cccc3cccc(c23)S1(=O)=O	-6	1	1	4	-1	-9	4	-5	·
O=C(CN(Cc1ccc(Cl)cc1)S(=O)(=O)c1ccccc1)NCC1CCCO1 (configuration not stated)	1	14	3	-3	-7	0	3	-5	i
CS(=O)(=O)N(CC(=O)NCc1ccc2c(c1)OCO2)c1cccc(Cl)c1	4	-4	2	2	0	3	7	-2	i
N#C/C(=C\c1cn(CC(=O)N2CCCC2)c2ccccc12)C(=O)NCc1ccc2c(c1)OCO2	8	2	-4	-1	11	3	-2	-3	i
Cc1ccc(OCc2nnc(SCC(=O)c3ccccc3)n2-c2ccccc2)cc1	28	-1	0	22	-104	-4	-9	5	i
CCNS(=O)(=O)c1ccc(CCC(=O)N2CCN(c3ccc(OC)cc3)CC2)cc1	-4	0	-1	3	-6	-7	4	-3	i
CCCCCC(N)=O	-2	-9	4	-1	11	-3	12	-4	i
COc1cc(NC(=O)c2c(F)cccc2F)nc(OC)n1	-7	14	-4	-1	16	4	10	-1	i
COc1cc(C(N)=O)cc(Br)c1OC	-4	25*	1	-8	-115	0	11	0	i
O=C(NCc1ccc2c(c1)OCO2)C1CC(c2cccc(Br)c2)=NO1 (configuration not stated)	-6	-6	1	9	-6	-6	12	-1	i
CC(=O)NCc1ccc(S(=O)(=O)N2CCN(S(=O)(=O)c3ccc4ccccc4c3)CC2)cc1	0	-14	-2	-2	5	1	-6	-1	i
N=c1sccn1CC(=O)Nc1ccc(S(=O)(=O)N2CCOCC2)cc1	-21	-10	3	8	-4	-3	29	-1	i
N#Cc1ccc(Nc2nc(-c3ccccc3)cs2)cc1	28	6	4	3	13	-13	27	-4	i
C#CCOCCOCCOCCNc1nc(N2CCOCC2)nc(N2CCN(C(=O)CCCCCCCCCCNC(=O)Cn3cc(CCCCCN)nn3)CC2)n1	-7	0	3	-1	6	1	-16	-10	i
CC1=CC(C)(C)Nc2ccc(OC(=O)c3cccnc3)cc21	-5	1	1	-163	7	2	9	-3	i
CC(=O)Nc1ccc(N(C(=O)c2ccco2)C(C(=O)NC2CCCC2)c2cccs2)cc1 (configuration not stated)	-1	5	1	3	4	3	-4	-8	i
CN(CC(=O)Nc1ccc(F)c(F)c1F)C(=O)C1CCC1	-7	0	1	3	0	-10	18	-3	i
COc1ccc(CCNC(=O)CN(C)S(=O)(=O)c2cccc3nsnc23)cc1OC	-4	18	-2	-5	-1	6	8	0	i

(continued)
SMILES	FAS-TE inh	NRP1-CendR mod	Rin1 Abl inh	MT1-MMP act inh	PABP1 MLLE inh	E coli Lon inh	SKN-1 inh	bovine MsrA act	Neddyl block
CN1CCOCCOCCN(C)C(=O)N2CCOCCOCCN(CCOCC2)C1=O	-13	13	1	5	-2	-5	9	-3	i
CC1=NN(C(N)=S)C(=O)C1N=Nc1c(C)n(C)n(-c2ccccc2)c1=O (configuration not stated)	-3	3	-5	1	25	-10	-6	-6	i
C=CCc1cc(C=Nc2ccc(N3CCOCC3)cc2)cc(OCC)c1O	0	0	-1	1	6	5	14	0	i
CCOc1cc(/C=N/NC(=O)C(C)Sc2ccccn2)ccc1O (configuration not stated)	-8	0	-3	4	18	-3	2	-3	i
CCN(CC)C(=O)c1cccc(-c2csc(C(O)(c3ccccc3)C(F)(F)F)n2)c1 (configuration not stated)	9	-6	3	3	2	7	12	2	i
C[C@H]1CN([C@@H](C)CO)S(=O)(=O)c2ccc(Br)cc2O[C@@H]1CN(C)C(=O)c1cccnc1	-8	-3	-3	1	3	-10	11	2	i
COCCCN1C(=O)C2C(C(=O)Nc3cccc(Cl)c3)C3C=CC2(O3)C1C(=O)NC1CCCCC1 (configuration not stated)	-5	1	2	0	3	1	-6	-1	i
COc1cc2c(=O)n(CC3CCCO3)c(=O)n(CC(=O)Nc3cccc(Cl)c3)c2cc1OC (configuration not stated)	14	-5	2	-3	1	8	19	-4	i
COC(=O)c1sccc1NC(=O)CC1C(=O)NCCN1C(=O)c1ccc(C)c(C)c1 (configuration not stated)	-4	1	-4	3	10	3	2	-2	i
Cc1ccc(NC(=O)C2CCCN(S(=O)(=O)c3cccc4cccnc34)C2)cc1 (configuration not stated)	6	-4	-5	1	7	2	7	-2	i
O=C(NNc1ccc(Cl)nn1)c1ccc(Cl)cc1	-1	4	0	2	-52	-2	3	-2	i
Cc1oc2cc3oc(=O)c(CCC(=O)N[C@H](C(=O)O)C(C)C)c(C)c3cc2c1C	-8	8	-4	1	8	4	-2	-5	·
O=S(=O)(O)C(c1ccccc1)C1(O)CCCCC1 (configuration not stated)	-4	2	3	2	-9	12	3	-1	i
CCOP(=O)(c1ccccc1)C(O)c1ccccc1 (configuration not stated)	-5	-6	-2	4	1	-4	5	-2	i

Single records, from the list above. Order of screens: FAS-TE inh	NRP1-CendR mod	Rin1 Abl inh	MT1-MMP act inh	PABP1 MLLE inh	E coli Lon inh	SKN-1 inh	bovine MsrA act	Neddyl block
`O=S(=O)(O)C(c1ccccc1)C1(O)CCCCC1` (configuration not stated) across the screens: -4	2	3	2	-9	12	3	-1	i
`Cc1oc2cc3oc(=O)c(CCC(=O)N[C@H](C(=O)O)C(C)C)c(C)c3cc2c1C` across the screens: -8	8	-4	1	8	4	-2	-5	·
`COc1cc2c(=O)n(CC3CCCO3)c(=O)n(CC(=O)Nc3cccc(Cl)c3)c2cc1OC` (configuration not stated) across the screens: 14	-5	2	-3	1	8	19	-4	i
`CCOc1cc(/C=N/NC(=O)C(C)Sc2ccccn2)ccc1O` (configuration not stated) across the screens: -8	0	-3	4	18	-3	2	-3	i
`CN1CCOCCOCCN(C)C(=O)N2CCOCCOCCN(CCOCC2)C1=O` across the screens: -13	13	1	5	-2	-5	9	-3	i
